High-throughput results deposited in PubChem BioAssay by National Center for Advancing Translational Sciences (NCATS).
D1 antag – human D1 dopamine receptor antagonism; HEK293 TREx D1 cells, calcium flux, dopamine EC80; stronger effect = lower value; activity change, negative = inhibition, % at 10 µM; P21728; 360,000 compounds, 3.2% hits; AID 504652; in the data active = activity change below about -30%; also: % is scaled to controls: 0 for no effect and ±100 for the full control effect
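Tetracycline-induced HEK293 Trex D1 cells, force-coupled to calcium, dye-loaded; compounds added and read 180 s, then EC80 dopamine added and calcium flux tracked kinetically another 180 s.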
D1 potentiator – human D1 dopamine receptor positive modulation; 360,000 compounds, 0.036% hits; AID 504651; potentiation, % at 10 µM; P21728; HEK293 TREx D1 cells, calcium flux, dopamine EC20 potentiation; in the data active = potentiation above about 30%; also: 0% is about no effect
Vif-A3F inh – blocks the Vif interaction with APOBEC3F. HeLa A3F-eYFP + Vif (tagged APOBEC3F with the HIV-1 protein that degrades it), YFP fluorescence increase. Potency, µM (top dose mostly 46.1 µM), inactives show at the highest dose activity, negative = active. 390,000 compounds, 0.2% hits. AID 602313; also: potency is read from the fitted curve at half-maximal effect; % of control where 0% means no effect; nearly all actives have a fitted effect of over 65% in size
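HeLa cells stably expressing A3F-eYFP plus Vif, plated and incubated overnight at 37 deg C, then exposed to compounds overnight at 37 deg C. Blocked degradation read as raised yellow fluorescence (Ex 488/Em 500-530).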
GRP78 ERSR act – induces the endoplasmic reticulum stress response in human glioma cells; U87-MG GRP78 promoter luciferase reporter, 16 h; Potency, µM, inactives show top-dose activation, actives largely listed as activators; 420,000 compounds, 0.02% hits; also: potency is read from the fitted curve at half-maximal effect; series mostly up to about 76 µM; % of control where 0% means no effect; nearly all actives have a fitted effect of over 35% in size
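ERSR induction read as luciferase luminescence (Bright-Glo, 10 min at room temperature) in stably transfected human U87-MG glioma cells exposed to compounds for 16 h, using GRP78 as sensor.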
RXFP1 agonist – RXFP1 (human) receptor agonism | Q9HBX9 | AID 2676 | Potency, µM (series often up to 57.5 µM), without a hit: at the highest dose activation, hits mostly activators | 370,000 compounds, 0.3% hits | HEK293T-RXFP1 cAMP TR-FRET, 30 min; response scale: percent of porcine relaxin response, buffer zero; also: potency is read from the fitted curve at half-maximal effect; % is scaled to controls: 0 for no effect and ±100 for the full control effect; nearly all actives have a fitted effect of over 60% in size; many of its hits are not listed in these tables
Target sequence (Q9HBX9 whole entry, looked up): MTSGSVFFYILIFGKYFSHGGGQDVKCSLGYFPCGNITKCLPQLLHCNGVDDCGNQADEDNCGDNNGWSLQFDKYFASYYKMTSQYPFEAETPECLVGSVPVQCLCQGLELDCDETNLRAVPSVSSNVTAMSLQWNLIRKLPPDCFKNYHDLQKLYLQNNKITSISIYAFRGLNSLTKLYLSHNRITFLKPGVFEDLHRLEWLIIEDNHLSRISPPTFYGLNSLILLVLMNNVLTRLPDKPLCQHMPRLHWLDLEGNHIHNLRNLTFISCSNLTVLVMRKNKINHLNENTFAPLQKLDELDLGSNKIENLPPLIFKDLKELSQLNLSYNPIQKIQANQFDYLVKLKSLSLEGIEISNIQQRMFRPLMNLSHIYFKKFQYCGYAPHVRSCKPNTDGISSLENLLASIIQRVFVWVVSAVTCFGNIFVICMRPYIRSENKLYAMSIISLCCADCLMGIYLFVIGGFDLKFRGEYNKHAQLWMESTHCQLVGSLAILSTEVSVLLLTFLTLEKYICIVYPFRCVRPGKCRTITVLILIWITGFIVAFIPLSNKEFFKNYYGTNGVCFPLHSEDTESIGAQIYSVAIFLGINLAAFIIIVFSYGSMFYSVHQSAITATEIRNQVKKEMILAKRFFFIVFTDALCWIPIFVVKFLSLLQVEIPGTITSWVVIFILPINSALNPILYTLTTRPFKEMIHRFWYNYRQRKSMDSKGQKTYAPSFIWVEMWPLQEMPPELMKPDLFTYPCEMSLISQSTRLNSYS
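cAMP rise read by TR-FRET after 30 min, 37C compound exposure (up to 58 uM) in RXFP1-transfected HEK293 cells with Ro 20174 present. EC50 from Hill-equation fits, with 29 nM porcine relaxin as 100% and buffer as basal.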
D2 potentiator – positively modulates the human D2 dopamine receptor allosterically. HEK293 T-REx D2, calcium flux, EC20 dopamine potentiation. potentiation, % at 10 µM. 340,000 compounds, 0.34% hits;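 active = potentiation over 3 SD above the plate norm, cut at about 30% in these data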; also: 0% is about no effect
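Potentiation of an EC20 dopamine calcium response measured kinetically over 180 s, after a preceding 180 s compound-only read flagging agonists. Cells: inducible Hek293 Trex D2 line, 4000/well, cultured overnight at 30 C before dye loading.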
LDHA block – LDHA (human) enzyme inhibition; activity change, % (values are at about 110 or 230 µM); AID 1347041; purified LDHA, NADH/diaphorase-resazurin fluorescence; stronger effect = lower value; 480,000 compounds, 0.15% hits; in the data active = activity change below about -30%; inconclusive = mostly about -25% to -30%;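 also: plate controls were DMSO wells for no effect and wells without enzyme for full effect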
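Enzyme activity of human lactate dehydrogenase 5 (2 nM; 0.06 mM NADH, 0.2 mM pyruvate, 5 min, RT) is measured via a resazurin/diaphorase fluorescence readout of residual NADH.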
D1 agonist – activates the human D1 dopamine receptor. P21728. HEK293 T-REx D1 cells, calcium flux, agonist mode. activation, % at 2 µM. 360,000 compounds, 1% hits. AID 504660; in the data active = activation above about 30%; also: 0% is about no effect
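Inducible HEK293 T-REx D1 cells, force-coupled to calcium signalling, were plated at 4000 cells/well with tetracycline and held overnight at 30 C. After no-wash calcium dye loading, compound-evoked calcium rise over 180 s flagged agonists.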
Vif-APOBEC3G blk – inhibitors of Vif-APOBEC3G interaction | Q9HC16 | HeLa A3G-eYFP + Vif (tagged APOBEC3G with the HIV-1 protein that degrades it), YFP fluorescence, overnight | Potency, µM (doses to about 46.1 µM), for the others: at the top dose activity, negative = active, most hits filed as inhibitors | 410,000 compounds, 0.076% hits;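 also: potency is read from the fitted curve at half-maximal effect; % is scaled to controls: 0 for no effect and ±100 for the full control effect; nearly all actives have a fitted effect of over 60% in size; hits raise eYFP signal because A3G escapes Vif-driven loss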
Target sequence (Q9HC16 whole entry, looked up): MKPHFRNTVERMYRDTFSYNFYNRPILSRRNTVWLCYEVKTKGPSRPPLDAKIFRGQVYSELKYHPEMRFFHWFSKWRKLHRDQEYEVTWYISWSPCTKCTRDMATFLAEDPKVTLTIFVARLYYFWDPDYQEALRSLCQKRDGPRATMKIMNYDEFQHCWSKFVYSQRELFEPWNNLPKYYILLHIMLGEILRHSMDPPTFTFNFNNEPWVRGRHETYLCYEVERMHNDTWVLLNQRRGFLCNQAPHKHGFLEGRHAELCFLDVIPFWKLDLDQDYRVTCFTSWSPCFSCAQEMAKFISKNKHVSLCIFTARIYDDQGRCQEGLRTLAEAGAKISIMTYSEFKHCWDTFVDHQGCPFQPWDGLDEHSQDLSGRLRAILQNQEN
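HeLa cells stably expressing Vif and C-terminally eYFP-tagged A3G, seeded overnight at 37 deg C, then exposed to compound by pintool overnight at 37 deg C. Rise in yellow fluorescence (Ex 488/Em 500-530, Acumen) marks blocked Vif-driven A3G degradation.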
* hit, by the source's call. Unless noted, calls follow the shape of the dose curve; as a rule, active = well fitted curve in the direction sought with a large enough effect; inconclusive = small, poorly fitted or top-dose-only effect, or another doubt; inactive = no such curve, though single readings can be large; an effect the other way counts as inactive or inconclusive.

`COc1cc(-c2nnc(SCC(=O)NCc3ccccc3Cl)o2)cc(OC)c1OC` gave D1 antag 17.5, D1 potentiator -1.9, Vif-A3F inh -2.0%, GRP78 ERSR act -1.2%, RXFP1 agonist 0.0%, D2 potentiator 3.8, LDHA block -4.3, D1 agonist 0.6 and Vif-APOBEC3G blk 3.0%.
Screening NC(=O)CCCn1c(C(=O)c2ccc(Cl)cc2)c2ccc(C(F)(F)F)cc2[n+]1[O-] returned D1 antag -4.1, D1 potentiator -3.6, Vif-A3F inh 3.0%, GRP78 ERSR act -4.4%, RXFP1 agonist -0.1%, D2 potentiator 5.3, LDHA block 1.3, D1 agonist -1.4 and Vif-APOBEC3G blk 1.4%.
For CN(C)c1c([N+](=O)[O-])cc2[nH]c(=O)[nH]c2c1[N+](=O)[O-] the results were D1 potentiator -1.1, Vif-A3F inh 5.9%, GRP78 ERSR act -2.5%, RXFP1 agonist 0.3%, D2 potentiator 4.5, LDHA block 1.0, D1 agonist -0.5 and Vif-APOBEC3G blk -0.3%.
Screening O=C(NCc1cccnc1)Nc1cc(Cl)cc(Cl)c1 returned D1 antag -18.7, D1 potentiator -1.6, Vif-A3F inh 0.3%, GRP78 ERSR act 2.9%, RXFP1 agonist -0.8%, D2 potentiator -11.5, LDHA block -10.0, D1 agonist 14.1 and Vif-APOBEC3G blk 7.3%.
Screening CCOc1ncccc1C(=O)N1CCN(Cc2ccc3c(c2)OCO3)CC1 returned D1 antag -3.0, D1 potentiator -2.8, Vif-A3F inh 0.1%, GRP78 ERSR act -5.7%, RXFP1 agonist -0.1%, D2 potentiator -21.8, LDHA block -6.3, D1 agonist -1.1 and Vif-APOBEC3G blk 1.0%.
O=C(OCC(=O)N1CCCCCC1)c1cccnc1Cl was read as Vif-A3F inh 1.5%, GRP78 ERSR act 6.1%, LDHA block -0.2 and Vif-APOBEC3G blk -4.9%.
CCOCCCn1c(=S)[nH]c2cc(C(=O)N3CCN(c4ccccc4)CC3)ccc2c1=O was read as D1 antag -9.7, D1 potentiator -5.4, Vif-A3F inh 0.5%, GRP78 ERSR act -5.4%, RXFP1 agonist 0.7%, D2 potentiator 9.7, LDHA block -0.9, D1 agonist -0.3 and Vif-APOBEC3G blk -0.4%.
Screening COc1ccc(/C=C(/NC(=O)c2ccccc2)c2nc3ccc(Cl)cc3[nH]2)cc1OC returned D1 antag 0.0, D1 potentiator 3.7, Vif-A3F inh -6.0%, GRP78 ERSR act 3.6%, RXFP1 agonist 1.3%, D2 potentiator -11.4, LDHA block -0.3, D1 agonist 2.2 and Vif-APOBEC3G blk -6.7%.
`COc1ccccc1NC(=S)NNC(=O)c1cc(C)nn1C` gave D1 antag 2.8, D1 potentiator -1.5, Vif-A3F inh 5.9%, GRP78 ERSR act -0.5%, RXFP1 agonist 0.1%, D2 potentiator 0.7, LDHA block -10.0, D1 agonist 2.2 and Vif-APOBEC3G blk -3.6%.
CCOc1ccc(N(CC(=O)Nc2ccc(C)c(Cl)c2)S(C)(=O)=O)cc1 was read as D1 antag 0.5, D1 potentiator 3.4, Vif-A3F inh -5.6%, GRP78 ERSR act 6.6%, RXFP1 agonist -1.8%, D2 potentiator -6.0, LDHA block -1.5, D1 agonist 1.9 and Vif-APOBEC3G blk 3.3%.
For CCNc1nnc(CCn2nc(C)c(Br)c2C)s1 the results were D1 antag 20.5, D1 potentiator -2.5, Vif-A3F inh 2.6%, GRP78 ERSR act 0.7%, RXFP1 agonist 4.8%, LDHA block -0.6, D1 agonist 2.5 and Vif-APOBEC3G blk 0.9%.
Screening Cc1ccc2c(c1)C(c1ccc(F)cc1)N(C(=O)C(C)C)CC(=O)N2 (centres undefined) returned D1 antag -4.8, D1 potentiator 1.4, Vif-A3F inh 1.3%, GRP78 ERSR act -2.0%, RXFP1 agonist 1.4%, D2 potentiator 7.7, LDHA block 2.4, D1 agonist 4.8 and Vif-APOBEC3G blk -3.0%.
For O=C(Cn1cc(SCc2ccccc2F)c2ccccc21)N1CCCCCC1 the results were D1 antag 4.6, D1 potentiator -2.3, Vif-A3F inh -6.5%, GRP78 ERSR act -2.2%, RXFP1 agonist 0.3%, D2 potentiator -8.3, LDHA block 3.5, D1 agonist 7.1 and Vif-APOBEC3G blk 2.7%.
Screening COC1OC2COC(c3ccccc3)OC2C2OC12 (centres undefined) returned Vif-A3F inh 4.5%, GRP78 ERSR act -0.9%, LDHA block -5.8 and Vif-APOBEC3G blk 1.0%.
`CN1CCCN(S(=O)(=O)c2ccccc2)c2nc3ccccc3nc21` gave D1 antag 4.9, D1 potentiator -2.4, Vif-A3F inh -17.5%, GRP78 ERSR act -5.5%, RXFP1 agonist -0.5%, D2 potentiator -6.0, LDHA block 1.5, D1 agonist -0.2 and Vif-APOBEC3G blk -5.0%.
Screening Cn1nnc2c(NCCc3ccccc3)ncnc21 returned D1 potentiator -4.2, Vif-A3F inh 0.3%, GRP78 ERSR act -0.6%, RXFP1 agonist 6.1%, D2 potentiator 16.0, LDHA block -0.7, D1 agonist 2.1 and Vif-APOBEC3G blk -4.4%.
`CC(NC(=O)C1CSC2(C)CCC(=O)N12)c1ccccc1Cl` (centres undefined) gave D1 antag -3.3, D1 potentiator 3.1, Vif-A3F inh -1.2%, GRP78 ERSR act -3.2%, RXFP1 agonist -1.6%, D2 potentiator -4.0, LDHA block -5.8, D1 agonist -0.1 and Vif-APOBEC3G blk -6.7%.
`CCCCCn1c(C)c2c(OCC)cccc(=O)c2c1C` gave D1 antag 9.2, D1 potentiator 1.1, Vif-A3F inh -2.5%, GRP78 ERSR act -3.8%, RXFP1 agonist -2.5%, D2 potentiator -0.6, LDHA block -0.4, D1 agonist 2.2 and Vif-APOBEC3G blk 3.3%.
For O=C(CCc1nnc2n(Cc3ccc(Cl)cc3)c(=O)c3ccccc3n12)NCCCN1CCOCC1 the results were D1 antag 43.1, D1 potentiator 2.1, Vif-A3F inh -10.3%, GRP78 ERSR act -1.4%, RXFP1 agonist inconclusive, D2 potentiator -1.6, LDHA block -3.9, D1 agonist 1.0 and Vif-APOBEC3G blk 2.2%.
CC(C)(C)C(=O)Nc1ccc(Cl)c(-c2nc3ccccc3[nH]2)c1 was read as D1 antag -1.9, D1 potentiator 0.4, RXFP1 agonist -2.2%, D2 potentiator -14.6, LDHA block -3.5 and D1 agonist -3.1.
For S=C(NCC1CCCCC1)Nc1ccc(Oc2ccccc2)cc1 the results were D1 antag -15.8, D1 potentiator -2.0, Vif-A3F inh -29.9%, GRP78 ERSR act -0.5%, RXFP1 agonist 0.3%, D2 potentiator 17.8, LDHA block -1.6, D1 agonist 8.5 and Vif-APOBEC3G blk -0.5%.
`COc1cc(/C=C2\SC(=S)N(CC(=O)NC3=NCCS3)C2=O)cc(OC)c1OC` gave D1 antag 6.1, D1 potentiator -0.9, Vif-A3F inh 0.2%, GRP78 ERSR act -5.2%, RXFP1 agonist -0.5%, D2 potentiator 7.2, LDHA block -2.5, D1 agonist 3.7 and Vif-APOBEC3G blk -9.0%.
Screening Cc1cc(NC(=O)c2cnn3c(C(F)F)cc(C4CC4)nc23)no1 returned D1 antag 1.6, D1 potentiator 2.5, Vif-A3F inh -2.7%, GRP78 ERSR act -1.6%, RXFP1 agonist 0.4%, D2 potentiator -3.7, LDHA block -2.9, D1 agonist -1.0 and Vif-APOBEC3G blk 1.3%.
For COC(=O)CN(C(=S)Nc1ccc(Cl)cc1)C1CC(=O)N(c2ccc(OC)cc2)C1=O (centres undefined) the results were D1 antag -1.8, D1 potentiator -4.5, Vif-A3F inh -23.2%, GRP78 ERSR act -1.8%, RXFP1 agonist 1.2%, D2 potentiator -1.8, LDHA block 3.3, D1 agonist 2.1 and Vif-APOBEC3G blk -1.0%.

Quoted at random: two records from the list, in no set order.
`CCCCCn1c(C)c2c(OCC)cccc(=O)c2c1C` gave D1 antag 9.2, D1 potentiator 1.1, Vif-A3F inh -2.5%, GRP78 ERSR act -3.8%, RXFP1 agonist -2.5%, D2 potentiator -0.6, LDHA block -0.4, D1 agonist 2.2 and Vif-APOBEC3G blk 3.3%.
For O=C(CCc1nnc2n(Cc3ccc(Cl)cc3)c(=O)c3ccccc3n12)NCCCN1CCOCC1 the results were D1 antag 43.1, D1 potentiator 2.1, Vif-A3F inh -10.3%, GRP78 ERSR act -1.4%, RXFP1 agonist inconclusive, D2 potentiator -1.6, LDHA block -3.9, D1 agonist 1.0 and Vif-APOBEC3G blk 2.2%.

(more compounds)
O=C(CC(c1ccco1)S(=O)(=O)c1ccccc1)c1ccc(F)cc1 (centres undefined) was read as D1 antag -19.7, D1 potentiator -9.9, Vif-A3F inh -7.7%, GRP78 ERSR act -0.3%, RXFP1 agonist 0.9%, D2 potentiator -1.9, LDHA block -4.4, D1 agonist 0.2 and Vif-APOBEC3G blk -0.4%.
Screening O=C(NCc1ccco1)C(C(=O)c1ccccc1)n1ccccc1=O (centres undefined) returned D1 antag -0.4, D1 potentiator -4.4, Vif-A3F inh -7.1%, GRP78 ERSR act -3.6%, RXFP1 agonist -0.2%, D2 potentiator -4.6, LDHA block -7.6, D1 agonist 1.5 and Vif-APOBEC3G blk 0.3%.
Screening CCC(COC)NC(=O)CCc1nnc(Cc2cccc(C(F)(F)F)c2)o1 (centres undefined) returned D1 antag 9.8, D1 potentiator -2.8, Vif-A3F inh -11.4%, GRP78 ERSR act -1.1%, RXFP1 agonist 1.2%, D2 potentiator -6.0, LDHA block -6.4, D1 agonist 2.2 and Vif-APOBEC3G blk 3.3%.
`CNc1ccccc1C(C)(C)c1cc(-c2cccc([N+](=O)[O-])c2)no1` gave D1 antag 11.0, D1 potentiator 0.1, Vif-A3F inh 8.9%, GRP78 ERSR act -7.5%, RXFP1 agonist 1.4%, D2 potentiator 7.5, LDHA block 4.2, D1 agonist 1.7 and Vif-APOBEC3G blk 3.2%.
For COc1ccc(C(=O)N2CCN(CCCc3ccccc3)CC2)cc1OC the results were D1 antag -23.1, D1 potentiator 1.1, Vif-A3F inh -21.8%, GRP78 ERSR act -4.2%, RXFP1 agonist 0.0%, D2 potentiator -19.0, LDHA block -21.8, D1 agonist 5.2 and Vif-APOBEC3G blk 2.3%.

These rows are one share of the data; count on the stated rates, not on these rows.
